Autophagy HCS: modulators of autophagy | MEF GFP-LC3 puncta imaging; test concentration mostly 10 µM | calls only at 10 µM (by protocol) | 190,000 compounds, 0.98% hits | AID 463193;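 active means percentage of spot-positive cells more than 3 SD above its plate mean, without a fluorescence outlier flag or 80% toxicity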;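 further: spot-positive cell cutoff set from DMSO-treated cells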
T cell HTS: modulates CD8 T cell binding to vesicles. 330,000 compounds, 0.068% hits. calls only at 7 µM. 2C CD8+ T cell-vesicle binding, flow cytometry; hits give low values;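 active means response, share of CD8 T cells binding vesicles, and their 90th percentile fluorescence all below set limits, cut at about 80% in these data, passing the limit was not always enough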
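Benchmarks: naked versus QL9-loaded vesicles / Assay system: purified 2C TCR transgenic mouse naive CD8+ T cells / Technique: high-throughput flow cytometry with anti-B7-1 and anti-CD8 staining / Timing: Cell–vesicle co-incubation 1.5 h at 37 °C, staining 20 min on ice / Read-out: percent CD8+ FL2 mean versus row control / Probe or stimulus: QL9-loaded Drosophila micro-vesicles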
human PMI inhibition: MPI enzyme activity inhibition – biochemical, fluorescence intensity, coupled assay, primary screen (AID 1209); purified PMI enzyme, coupled fluorescence intensity; higher % means a stronger effect; inhibition, % at 20 µM, or IC50 in µM where a hit was titrated; 190,000 compounds, 0.42% hits;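 further: plate controls were DMSO vehicle for no effect and wells lacking substrate for full effect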
MT stabilize HCS: stabilizes microtubules in HeLa cells | % tubulin-high responders, % at 10 µM | 200,000 compounds, 0.83% hits | HeLa tubulin immunostaining HCS, 24 h; share of cells brighter than vehicle mean+2SD | AID 2205;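 active means plate Z-score above 3 for both tubulin-high and condensed-nucleus cell shares, with cell loss under 80%, at 10 µM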;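 further: anti alpha tubulin signal scored within the nucleus-defined area of each cell; some results filed as inactive read as strong as hits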
TNAP activators: human TNAP enzyme activators, primary screen, biochemical, luminescent, no phosphate acceptor, uHTS (AID 1001) | purified TNAP, luminescent activation assay, no phosphate acceptor; higher activation fold means a stronger effect | one-dose activation fold at 20 µM; EC50 in µM for titrated hits | 200,000 compounds, 0.03% hits; in the data active means activation fold from about 3, or a potency from the dose series; inactive means the rest, 99 in 100 with activation fold below about 1.6; further: many of its hits are not listed in these tables
Insulin prom up: MIN6 insulin promoter up-regulation. 190,000 compounds, 0.3% hits. AID 1625. MIN6 insulin promoter-GFP reporter, high-content imaging; hits give high values. z-score at 5 µM;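 active means z-score above 3 at 5 µM with at least 500 cells counted in the well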
Hep lipid drop: modulators of hepatic lipid droplet formation | inhibition, % at 6.5 µM | AML12 mouse hepatocytes, oleate lipid droplets, BODIPY imaging | 240,000 compounds, 0.4% hits | AID 1656;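 active means lipid droplet intensity inhibited by at least 50%, with more than 500 cells counted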
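System: AML12 hepatocytes (mouse). Probe or stimulus: oleic acid at 100 µM to induce lipid droplet formation. Times: overnight treatment with compound plus oleate. Detection: Image-based BODIPY and DAPI two-channel analysis. Evaluation: percent inhibition of filter-corrected integrated lipid droplet intensity per well.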
bCat nuc transl: beta-catenin nuclear translocation modulation; HeLa beta-catenin nuclear translocation, immunofluorescence imaging; nuclear translocation activity, % at 5 µM; 190,000 compounds, 0.3% hits;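 active means nuclear translocation activity above 50% at 5 µM, with a well cell count of 50 or more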;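 further: per-cell ratio of nuclear to cytoplasmic median beta-catenin stain intensity; plate controls were DMSO negative control for no effect and GSK-3 inhibitor IX positive control for full effect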
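Read-out: Nuclear/cytoplasmic beta-catenin signal ratio, % activation | Assay system: Human HeLa cell line | Times: 24 h compound exposure at 37°C, 5% CO2 | Signal: Fluorescence imaging of beta-catenin antibody stain plus DAPI | Dosing: 5 µM primary, 0.02–20 µM confirmation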
human PMI inhibitors: MPI inhibition at elevated mannose 6-phosphate – biochemical, fluorescence intensity, high mannose 6-phosphate, primary screen (AID 1220); inhibition, % at 20 µM, or IC50 in µM where a hit was titrated; recombinant PMI enzyme, coupled fluorescence intensity; higher % means a stronger effect; 190,000 compounds, 0.66% hits
Insulin prom up cell count: also measured in Insulin prom up; calls as there; cell count; measured here: cytotoxicity, nuclei count;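 total cells summed across four imaged fields per well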
Hep lipid drop cells 6.5 µM: second read-out of Hep lipid drop, no call of its own (marks repeat the call); cell count; measured here: cell count, cytotoxicity flag;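 cells counted across two imaged fields per well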
bCat nuc transl cell count 5 µM: second read-out of bCat nuc transl, no call of its own (marks repeat the call); cell count; measured here: cell count, cytotoxicity flag
T cell HTS vesicle-bound %: also measured in T cell HTS; calls as there; double positive events, %; measured here: CD8+ vesicle-bound cell fraction;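 binding gate set so that unloaded-vesicle control wells show 10% double positive cells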
MT stabilize HCS Hoechst-high %: second read-out of MT stabilize HCS, no call of its own (marks repeat the call); % Hoechst-high responders; measured here: nuclear condensation Hoechst responders;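 share of cells brighter than vehicle mean plus two SD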
MT stabilize HCS cytotoxicity %: second read-out of MT stabilize HCS, no call of its own (marks repeat the call); toxicity, %; measured here: cytotoxicity by cell density;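 0% = mean cell density of plate MIN control wells and 100% = no cells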
Autophagy HCS cell loss 18 h: also measured in Autophagy HCS; calls as there; toxicity, %; measured here: cell loss, nuclei count;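 cell loss after 18 h compound exposure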
* hit, by the source's call; i = inactive; nt = not tested or not shown. Unless noted, no stated cut-off is given here; in the data, active means inhibition above about 50%; inactive means the rest.

SMILES	Autophagy HCS	Autophagy HCS cell loss 18 h	T cell HTS	T cell HTS vesicle-bound %	human PMI inhibition	MT stabilize HCS	MT stabilize HCS Hoechst-high %	MT stabilize HCS cytotoxicity %	TNAP activators	Insulin prom up	Insulin prom up cell count	Hep lipid drop	Hep lipid drop cells 6.5 µM	bCat nuc transl	bCat nuc transl cell count 5 µM	human PMI inhibitors
O=C(OCC(=O)N1CCN(C(=O)c2ccco2)CC1)c1ccccc1O	i	-6	i	49	1%	1.9	1.2	7.0	1.1	nt	nt	2	731	-1.5	1198	3%
N#Cc1c(=O)c2nc(NCCCO)ncc2n2c(=O)c3ccccc3[nH]c12	i	18	i	34	-14%	1.2	0.6	6.4	1.2	0.67	1434	1	616	0.7	1464	36%
O=C(Nc1ccccc1-c1ccccc1)c1ccc(Br)o1	i	-10	i	4	4%	1.5	1.1	3.9	1	nt	nt	0	777	-1.3	919	1%
COc1ccc(-c2ccc(SCC(=O)N3CCOCC3)nn2)cc1	i	-3	i	27	7%	4.5	3.3	7.4	1.1	0.9	1083	nt	nt	0.9	685	37%
O=C(Nc1ccccc1)c1ccccc1NC(=O)C(F)(F)F	i	-9	i	55	9%	1.7	1.8	5.5	1.1	-0.67	896	0	741	-0.7	1231	7%
Cc1cc(C)n(-c2cc(N3CCN(C(=O)c4ccc(C(C)(C)C)cc4)CC3)ccc2[N+](=O)[O-])n1	i	-11	i	25	14%	3.1	2.4	6.7	1	-0.31	1673	nt	nt	2.0	1376	13%
CCn1c(COc2ccccc2C)nnc1SCc1nc2ccccc2c(=O)[nH]1	i	5	i	65	-14%	2.7	2.4	11	1.1	0.2	875	40	709	1.6	1034	-13%
CCOc1ccc(CN2CCN(Cc3cccn3-c3cccnc3)CC2CCO)cc1 (stereo not given)	i	-2	i	52	4%	4.2	3.6	6.7	1.1	-0.34	1345	-1	718	-1.4	1140	-4%
Cc1ccsc1/C=C1/SC(=O)N(CC(=O)N2CCOCC2)C1=O	i	7	i	60	5%	1.8	1.7	9.8	1.1	-0.1	1462	nt	nt	-1.0	1351	1%
CC1Cc2ccccc2N1C(=O)CSc1nc2ccccc2n1CC(=O)N1CCOCC1 (stereo not given)	i	4	i	45	15%	2.6	2.7	17	1.1	-0.02	1223	26	701	-0.3	1074	18%
O=C(c1cccs1)c1ccc(-c2cccs2)s1	i	-4	i	25	2%	2.9	1.3	5.7	1	nt	nt	nt	nt	-1.1	1124	1%
CCn1nc(C(=O)OCc2c(C)noc2C)c2ccccc2c1=O	i	2	i	61	15%	4.7	2.7	5.3	1	0.86	1952	-16	631	-2.5	1071	15%
Cc1ccc(CSc2ccc3nnc(-c4ccccn4)n3n2)cc1	i	-11	i	42	-8%	2.5	2.4	5.9	1.1	-0.61	1478	-12	670	6.0	898	-5%
Nc1nc(SCc2nc3sc4c(c3c(=O)[nH]2)CCCC4)n[nH]1	i	-4	i	33	3%	3.6	3.1	6.3	2.7	-0.28	1277	15	689	-0.7	897	3%
Cc1ccc(NC(=O)c2ccc3c(c2)nnn3C)cc1	i	-2	i	63	-11%	2.5	2.7	5.4	1.1	-0.46	1237	-5	588	-2.1	993	-8%
Cn1cc([N+](=O)[O-])c(C(=O)N/N=C/c2cc3c(cc2Br)OCO3)n1	i	7	i	32	15%	2.1	2.9	4.8	1.1	0.92	1339	-1	742	-0.7	945	19%
CCOC(=O)C1CCN(Cc2nc(-c3ccc(OC)c(OC)c3)no2)CC1	i	0	i	38	14%	1.5	4.9	7.2	1.1	0.09	1295	-13	745	nt	nt	7%
Cc1ccc(-c2cnc(-c3ccncc3)o2)cc1	i	-14	i	31	3%	4.7	3.7	1.6	1	nt	nt	-4	684	-8.4	1153	-3%
CC(C)(C)C(=O)OC/C(N)=N/OC(=O)c1ccc(Cl)cc1	nt	nt	i	42	nt	nt	nt	nt	nt	-0.26	1255	-4	700	-2.1	1223	nt
O=S(=O)(CCNCc1cccs1)c1ccc(Cl)cc1	nt	nt	i	8	nt	nt	nt	nt	nt	-0.08	1516	-1	690	-1.0	1123	nt
O=C(Cc1ccccc1)NCC1CCCO1 (stereo not given)	i	5	i	13	-2%	1.4	0.9	2.3	0.9	nt	nt	8	769	nt	nt	0%
COC(=O)C(=NNc1c(C)n(C)n(-c2ccccc2)c1=O)C(=O)OC	i	12	i	20	-9%	1.1	1.7	1.2	1	0.01	1476	7	621	-0.2	1003	-10%
Cc1cc(NC(=O)Cn2cnc3c(nnn3-c3ccc(C)c(Cl)c3)c2=O)no1	i	29	i	53	0%	2.0	1.6	6.2	1.1	-0.4	1621	-18	642	1.1	949	0%
O=C(NCC1CCCO1)c1cccc(Br)c1 (stereo not given)	i	3	i	18	2%	2.2	2.4	1.9	1.1	0.32	1332	7	738	-0.7	1177	5%

Whole records, quoted from the list. Screens in order: Autophagy HCS, Autophagy HCS cell loss 18 h, T cell HTS, T cell HTS vesicle-bound %, human PMI inhibition, MT stabilize HCS, MT stabilize HCS Hoechst-high %, MT stabilize HCS cytotoxicity %, TNAP activators, Insulin prom up, Insulin prom up cell count, Hep lipid drop, Hep lipid drop cells 6.5 µM, bCat nuc transl, bCat nuc transl cell count 5 µM, human PMI inhibitors
O=C(Nc1ccccc1)c1ccccc1NC(=O)C(F)(F)F across the screens: i, -9, i, 55, 9%, 1.7, 1.8, 5.5, 1.1, -0.67, 896, 0, 741, -0.7, 1231, 7%
O=S(=O)(CCNCc1cccs1)c1ccc(Cl)cc1 across the screens: nt, nt, i, 8, nt, nt, nt, nt, nt, -0.08, 1516, -1, 690, -1.0, 1123, nt
O=C(Cc1ccccc1)NCC1CCCO1 (stereo not given) across the screens: i, 5, i, 13, -2%, 1.4, 0.9, 2.3, 0.9, nt, nt, 8, 769, nt, nt, 0%
O=C(Nc1ccccc1-c1ccccc1)c1ccc(Br)o1 across the screens: i, -10, i, 4, 4%, 1.5, 1.1, 3.9, 1, nt, nt, 0, 777, -1.3, 919, 1%

Further results.
SMILES	Autophagy HCS	Autophagy HCS cell loss 18 h	T cell HTS	T cell HTS vesicle-bound %	human PMI inhibition	MT stabilize HCS	MT stabilize HCS Hoechst-high %	MT stabilize HCS cytotoxicity %	TNAP activators	Insulin prom up	Insulin prom up cell count	Hep lipid drop	Hep lipid drop cells 6.5 µM	bCat nuc transl	bCat nuc transl cell count 5 µM	human PMI inhibitors
O=c1c(Cc2ccccc2)c(O)ccn1CCc1cnc[nH]1	i	-6	i	49	9%	2.8	2.4	9.1	1.1	-2.2	1662	5	718	1.3	1037	17%
COc1cccc([C@@H]2Oc3ccc(OC)cc3C(=O)[C@H]2O)c1	i	-9	nt	nt	0%	2.2	1.8	11	1.1	-0.95	1137	11	715	nt	nt	0%
CC(C)S(=O)(=O)N1CCN(c2ccnc3cc(Cl)ccc23)CC1	nt	nt	i	29	nt	nt	nt	nt	nt	-0.55	1481	1	699	-0.2	1135	nt
Nn1c(SCC(=O)N2CCCCC2)nnc1-c1ccncc1	i	4	i	58	-2%	3.9	1.7	3.3	1	1.1	1245	5	757	nt	nt	-1%
COc1ccc(/C=C/C(=O)OCC(=O)c2c(N)n(C)c(=O)n(C)c2=O)c(OC)c1	i	9	i	57	13%	3.2	4.0	2.4	1.1	nt	nt	15	706	1.9	1451	5%
CC1CCc2cc(F)ccc2N1C(=O)C1(C)CC1(Cl)Cl (stereo not given)	i	-6	i	17	8%	1.4	1.3	8.9	1.1	-0.52	924	-15	706	-3.7	1200	2%
Cc1ccc(NCc2nnc(SCC(=O)Nc3cc(C)on3)n2C)cc1	i	1	i	49	1%	2.8	2.7	0.9	1.1	nt	nt	14	748	3.9	467	3%
CSc1nc(Oc2ccc3ccccc3c2)c2ccccc2n1	i	1	i	41	4%	3.2	1.4	2.1	0.9	-0.2	1609	-5	593	0.2	1111	8%
CCOC(=O)N1CCN(C(=O)c2ccc(OCC)cc2)CC1	i	-5	i	38	-8%	3.6	2.3	2.5	1	0.17	1709	2	699	-0.1	1568	-12%
COc1ccc(Nc2nc(NCc3ccco3)nc(N/N=C/c3ccccc3F)n2)cc1	i	7	i	16	3%	4.2	1.5	14	1.3	-1.2	1433	8	729	-2.9	1111	0%
Cc1ccc(C)n1CCN1CCN(C(=O)c2ccco2)CC1	nt	nt	i	44	4%	1.8	1.5	1.1	1.1	0.1	1497	nt	nt	-0.6	1404	15%
COc1ccc(NC(=O)C2CCN(S(=O)(=O)c3c(C)noc3C)CC2)cc1Cl	i	-3	i	47	2%	1.5	1.6	4.4	1.1	-0.76	942	1	761	-0.8	1239	-1%
CCOC(=O)c1nnsc1-c1ccc(-c2snnc2C(=O)OCC)cc1	nt	nt	i	54	nt	nt	nt	nt	nt	-0.18	1153	0	897	0.1	1337	nt
CCOC(=O)c1nnn(CC(=O)Nc2ccccc2OC)c1C(=O)OCC	i	-5	i	60	4%	1.7	0.6	8.7	1.1	-0.35	922	0	758	nt	nt	2%
O=C(c1cnn(C(=O)COc2ccccc2F)c1)c1cc(F)ccc1O	nt	nt	i	50	nt	nt	nt	nt	nt	0.19	1369	0	746	0.4	1054	nt
CC(/C(O)=C(\C#N)c1nc2ccccc2n1C)N1C(=O)c2ccccc2C1=O (stereo not given)	i	-5	nt	nt	0%	2.9	2.3	8.5	1	0.66	1378	nt	nt	-3.9	953	6%
CCOc1ccc(N/C(C)=C/C(=O)c2ccc3c(c2)OCCO3)cc1	nt	nt	i	56	nt	nt	nt	nt	nt	-0.35	1467	1	706	0.3	1045	nt
CCCCOC(=O)Nc1nc(C)c(C(=O)OCC)s1	i	-3	i	27	9%	3.0	1.6	5.2	1.1	0.61	988	nt	nt	-1.1	1143	10%
O=C(/C(=N\O)n1cncn1)c1ccc(Br)cc1Br	i	-19	i	33	8%	3.8	1.6	6.8	1	0.11	1527	1	659	-0.8	1044	-6%
CCOc1ccc(NC(=O)c2ccc(NC(=S)NC3CC3)cc2)cc1	i	5	i	26	4%	7.5	1.9	5.5	1	0.24	1584	-12	687	-2.4	1045	12%

Source: PubChem (several laboratories)
